Rac1 wt modul: modulators of human Rac1 wildtype GTP binding; AID 757; 190,000 tested, 0.27% active; GST-Rac1 beads, fluorescent GTP binding, flow cytometry; actives lie on both sides; 0 = cold GTP competed, 100 = untreated; GTP binding activity (% of control), % at 10 µM; P63000;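 active means GTP binding activity at least 20 points away from the 100% control level, either lower or higher; inconclusive means compound flagged as likely green fluorescent, judged across all proteins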
HRas wt GTP bind: human HRas wildtype GTP binding, change in either direction; P01112; GST-Ras wt beads, Bodipy-FL-GTP binding, flow cytometry; actives lie on both sides; GTP binding activity, % at 10 µM; 190,000 tested, 0.14% active; AID 759;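 active means GTP binding activity at least 20% away from the 100% baseline, either lowered as inhibitor or raised as activator; inconclusive means flagged as likely green fluorescent, judged across all proteins in the well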;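 further: 0% = unlabeled GTP competition control and 100% = no-compound control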
Target sequence (P01112 whole entry, looked up): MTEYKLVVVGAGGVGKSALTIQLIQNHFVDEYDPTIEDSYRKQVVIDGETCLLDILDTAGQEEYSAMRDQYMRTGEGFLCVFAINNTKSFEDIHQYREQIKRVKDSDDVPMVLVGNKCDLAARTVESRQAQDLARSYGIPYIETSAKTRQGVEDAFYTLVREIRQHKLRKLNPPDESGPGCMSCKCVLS
Mcl1 Noxa PPI: Mcl-1/Noxa interaction inhibition; inhibition, % at 21.7 µM; Q07820; 220,000 tested, 1.5% active; TR-FRET Mcl-1/Noxa peptide binding, 2 h;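 active means compounds that cut the protein-peptide binding signal by more than 50% relative to plate controls in a single-dose test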;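 further: His-tagged Mcl-1 with rhodamine Noxa BH3 peptide and terbium anti-His antibody; 0% = Mcl-1 plus Noxa peptide wells and 100% = peptide-only wells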
Rac1 act GTP bind: modulators of GTP binding to human Rac1 activated mutant; 190,000 tested, 0.11% active; AID 764; P63000; GST-Rac1 activated beads, fluorescent GTP binding, flow cytometry; actives lie on both sides; 100% means binding = to untreated wells; percent activity (GTP binding), % at 10 µM;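 active means GTP binding at least 20 percentage points away from the 100% baseline, in either direction, so actives lie on both sides; inconclusive means Compound likely fluorescent itself, or too few beads counted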
Rab2A wt mod: changes GTP binding to wildtype dog Rab2A, up or down; AID 760; GST-Rab2 wt beads, Bodipy-GTP binding, flow cytometry; 190,000 tested, 0.19% active; GTP binding activity, % at 10 µM;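 active means GTP binding activity at least 20 points away from 100%, either lowered or raised; inconclusive means signal likely due to the compound's own green fluorescence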;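 further: 0% = beads with excess unlabeled GTP and 100% = no-compound control corrected for plate trend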
Cdc42 wt: modulators (inhibitors or activators) of GTP binding to human Cdc42 wildtype; percent activity (GTP binding), % at 10 µM; P60953; GST-Cdc42 beads, Bodipy-GTP binding, flow cytometry; actives lie on both sides; 190,000 tested, 0.2% active;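 active means percent activity GTP binding at least 20 points away from the 100% baseline, either down as inhibitor or up as activator; inconclusive means compound flagged as likely green fluorescent from well-wide comparison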;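 further: median bead fluorescence of bound Bodipy-FL-GTP at 100 nM; 0% = excess unlabeled GTP control and 100% = no compound control; below 100% means less GTP binding so inhibitor and above means activator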
Target sequence (P60953 whole entry, looked up): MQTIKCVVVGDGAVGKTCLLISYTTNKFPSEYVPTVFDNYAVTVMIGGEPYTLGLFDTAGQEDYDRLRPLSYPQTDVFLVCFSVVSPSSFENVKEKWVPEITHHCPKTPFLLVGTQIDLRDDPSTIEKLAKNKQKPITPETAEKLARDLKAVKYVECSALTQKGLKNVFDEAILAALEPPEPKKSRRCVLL
Pf gametocyte: P. falciparum stage V gametocyte viability inhibition; inhibition, % at 10.9 µM; 150,000 tested, 0.065% active; P. falciparum stage V gametocytes, ATP luminescence, 24 h; AID 743093;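 active means inhibition above the mean plus 3 SD of compounds within the control limits, set per campaign, cut at about 38% in these data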;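 further: 0% = DMSO wells and 100% = medium only without gametocytes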
Avidin fluor: avidin bead compound fluorescence profile | Avidin beads, compound fluorescence 488/530 nm, flow cytometry; hits give high values | fluorescence (KMESF) at 10 µM | 220,000 tested, 0.38% active | AID 1775; in the data active means fluorescence above about 47; further: inactives centre near 10
Rab7 wt GTP bind: alters GTP binding to wildtype dog Rab7; GTP binding activity (percent of control), % at 10 µM; GST-Rab7 beads, fluorescent GTP binding, flow cytometry; actives lie on both sides; untreated = 100%, excess cold GTP = 0%; 190,000 tested, 0.055% active;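 active means fluorescent GTP binding to Rab7 beads changed by at least 20 points from the 100% baseline, either direction, mostly lower; inconclusive means compound itself probably fluorescent, or too few beads counted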;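 further: median green fluorescence of bound Bodipy-FL-GTP per Rab7 bead population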
ABCG2 block: human ABCG2 inhibition, ABCB1 as counter-screen. Q9UNQ0. IgMXP3 cells, JC-1 efflux, flow cytometry. inhibition, % at 6.6 µM. 190,000 tested, 0.1% active;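 active means inhibition above 80%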;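 further: 0% = DMSO and 100% = nicardipine control wells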
Target sequence (Q9UNQ0 whole entry, looked up): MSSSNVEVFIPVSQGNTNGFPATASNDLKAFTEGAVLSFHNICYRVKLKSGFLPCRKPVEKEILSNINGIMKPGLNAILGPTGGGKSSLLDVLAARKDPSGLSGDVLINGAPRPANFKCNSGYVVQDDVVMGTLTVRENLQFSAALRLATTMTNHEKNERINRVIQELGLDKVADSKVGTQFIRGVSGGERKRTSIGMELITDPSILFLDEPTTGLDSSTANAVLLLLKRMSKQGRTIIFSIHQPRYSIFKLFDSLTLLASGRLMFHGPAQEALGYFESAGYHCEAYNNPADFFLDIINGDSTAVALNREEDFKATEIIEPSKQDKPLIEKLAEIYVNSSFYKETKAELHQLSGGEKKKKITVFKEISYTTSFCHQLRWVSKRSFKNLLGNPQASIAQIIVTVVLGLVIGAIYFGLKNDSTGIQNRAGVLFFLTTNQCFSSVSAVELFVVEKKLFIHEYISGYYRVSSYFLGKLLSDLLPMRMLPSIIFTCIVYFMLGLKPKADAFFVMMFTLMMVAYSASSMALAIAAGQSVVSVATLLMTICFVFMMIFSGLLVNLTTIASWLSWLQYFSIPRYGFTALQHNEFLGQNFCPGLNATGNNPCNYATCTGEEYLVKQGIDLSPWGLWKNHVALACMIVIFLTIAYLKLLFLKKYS
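test system = two drug-resistant human cell lines, ABCG2 and ABCB1 | amount = 3 million cells/mL final, two lines in 1:1 ratio | reagent = JC-1 transporter substrate | doses = one concentration, 6.6 µM final | incubation = 10 min at 25 °C | signal = flow cytometric JC-1 green MFI at 530 nm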
ABCB1 inh: human ABCB1 inhibition, ABCG2 as counter-screen. P08183. CCRF-Adr cells, JC-1 efflux, flow cytometry. 190,000 tested, 0.067% active. inhibition, % at 6.6 µM; in the data active means inhibition above about 40%;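 further: 0% = vehicle and 100% = reference inhibitor; higher value means more JC-1 retained so stronger ABCB1 efflux block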
* marks the source's active call; other numbers are inactive results; ? = inconclusive; / = no result given.

SMILES	Rac1 wt modul	HRas wt GTP bind	Mcl1 Noxa PPI	Rac1 act GTP bind	Rab2A wt mod	Cdc42 wt	Pf gametocyte	Avidin fluor	Rab7 wt GTP bind	ABCG2 block	ABCB1 inh
Cc1ccc(NC(=O)c2cc(N3C(=O)C=CC3=O)ccc2N2CCOCC2)cc1Cl	96	95	56*	97	95	95	2	6	96	-1	0.7
O=C(N/N=C\c1ccc(F)cc1)c1cc(OCC(F)(F)F)ccc1OCC(F)(F)F	?	?	-1	?	?	?	20	27	?	6	1.0
Nc1[nH]c(=S)[nH]c(=O)c1-c1ccccc1	98	99	5	98	99	99	-45	17	99	0	0.1
COc1cccc(-c2nnc(NC(=O)c3ccc(S(=O)(=O)N4CCOCC4)cc3)o2)c1	101	101	-63	101	101	103	/	14	94	1	0.1
Cc1ccc(C=Nc2ccc(N(C)C)cc2)o1	99	100	18	99	101	100	/	4	95	-1	-0.5
Cc1oc(-c2ccccc2F)nc1CS(=O)(=O)CC(=O)N1CCOCC1	99	98	-18	98	97	97	/	7	95	2	0.9
Cc1ccccc1N1C(=O)N(c2cccc(C(F)(F)F)c2)C2CS(=O)(=O)CC21 (stereo not given)	103	104	7	101	105	103	/	17	103	-1	-2.5
COc1ccc2cc(C(c3nnnn3Cc3ccc(F)cc3)N3CCCCCC3)c(=O)[nH]c2c1 (stereo not given)	103	101	10	97	103	94	/	14	98	10	2.0
Cc1cc(OCC(=O)Nc2ccc(S(=O)(=O)N3CCN(C)CC3)cc2)cc(C)c1Cl	100	99	3	99	97	99	/	11	97	1	0.2
O=C(N/N=C/c1ccccc1)c1cc(=O)[nH]c2ccccc12	101	97	2	96	97	101	0	13	97	5	0.5
C1CCN(CCCNC2C3CC4CC(C3)CC2C4)C1 (stereo not given)	99	99	-7	99	99	97	37	13	97	-2	0.1
Cc1cccc(C)c1NC(=S)N(CCCN1CCN(C)CC1)Cc1cccs1	102	101	17	97	104	101	-15	9	106	0	0.2
O=C(/C=C/c1ccccc1)N/C(=C/c1ccccc1)C(=O)NCCCO	106	101	-6	98	98	100	3	5	101	1	0.3
C/C(=N\NC(=O)Cc1ccccc1)c1cccs1	96	98	20	95	97	99	-21	10	99	3	0.7
Cc1sc(N/N=C/c2cc([N+](=O)[O-])ccc2O)nc1-c1ccccc1	101	98	11	98	99	98	-9	11	94	-1	-0.7
O=C(NC(Cc1ccccc1)C(=O)O)c1ccco1 (stereo not given)	103	95	8	99	97	99	12	13	96	1	0.3
COc1ccc(Nc2oc(-c3cccs3)nc2C#N)cc1	103	103	1	99	102	103	-30	37	104	2	0.1
N/C(=N\c1nc2c(c(=O)[nH]1)CCC2)Nc1ccccc1C(F)(F)F	101	105	-34	102	106	108	-10	13	96	3	0.9
Nc1nc(SCC(=O)NC2CCCCC2)[nH]c(=O)c1-c1ccccc1	104	100	-16	94	100	103	/	12	100	3	0.7
CN1CCC(=NNC(=O)c2ccc(N(Cc3ccccc3Cl)S(C)(=O)=O)cc2)CC1	113	97	2	102	97	102	-18	5	98	-10	-0.8
O=C(Cc1ccc([N+](=O)[O-])cc1)NCc1ccccn1	104	97	69*	97	102	100	0	6	96	6	0.4
Cc1ccc(-c2nnn(CC(=O)N(c3cccc(F)c3)C(C(=O)NC3CCCC3)c3ccco3)n2)o1 (stereo not given)	101	100	-10	97	98	101	/	30	97	22	2.0
CCOc1ccc(CCNC(=O)C2CCCN(c3nn4c(=O)cc(C)nc4s3)C2)cc1OCC (stereo not given)	108	104	3	103	105	106	/	7	104	3	0.4
CCC1CCCCN1c1nc(-c2cccc(OC)c2O)nc2ccccc12 (stereo not given)	102	100	8	98	98	102	-1	34	98	10	4.1
CCCNc1[nH]c(=O)n(C)c(=O)c1N=O	100	100	17	96	98	102	10	69*	95	2	0.5

One compound at a time, from the list above.
Cc1ccc(-c2nnn(CC(=O)N(c3cccc(F)c3)C(C(=O)NC3CCCC3)c3ccco3)n2)o1 (stereo not given) as listed: Rac1 wt modul = 101; HRas wt GTP bind = 100; Mcl1 Noxa PPI = -10; Rac1 act GTP bind = 97; Rab2A wt mod = 98; Cdc42 wt = 101; Pf gametocyte = /; Avidin fluor = 30; Rab7 wt GTP bind = 97; ABCG2 block = 22; ABCB1 inh = 2.0
C1CCN(CCCNC2C3CC4CC(C3)CC2C4)C1 (stereo not given) as listed: Rac1 wt modul = 99; HRas wt GTP bind = 99; Mcl1 Noxa PPI = -7; Rac1 act GTP bind = 99; Rab2A wt mod = 99; Cdc42 wt = 97; Pf gametocyte = 37; Avidin fluor = 13; Rab7 wt GTP bind = 97; ABCG2 block = -2; ABCB1 inh = 0.1

As entered above.
C/C(=N\NC(=O)Cc1ccccc1)c1cccs1 in Rac1 wt modul shows 96
CCOc1ccc(CCNC(=O)C2CCCN(c3nn4c(=O)cc(C)nc4s3)C2)cc1OCC (stereo not given) in HRas wt GTP bind shows 104

With a hit mark in Mcl1 Noxa PPI, of those listed so far:
SMILES | Rac1 wt modul | HRas wt GTP bind | Mcl1 Noxa PPI | Rac1 act GTP bind | Rab2A wt mod | Cdc42 wt | Avidin fluor | Rab7 wt GTP bind
Cc1ccc(NC(=O)c2cc(N3C(=O)C=CC3=O)ccc2N2CCOCC2)cc1Cl | 96 | 95 | 56* | 97 | 95 | 95 | 6 | 96
O=C(Cc1ccc([N+](=O)[O-])cc1)NCc1ccccn1 | 104 | 97 | 69* | 97 | 102 | 100 | 6 | 96

New compounds follow.
SMILES	Rac1 wt modul	HRas wt GTP bind	Mcl1 Noxa PPI	Rac1 act GTP bind	Rab2A wt mod	Cdc42 wt	Pf gametocyte	Avidin fluor	Rab7 wt GTP bind	ABCG2 block	ABCB1 inh
O=C(c1ccco1)N1CCN(Cc2nnnn2CC2CCCO2)CC1 (stereo not given)	98	95	20	96	98	95	-8	10	97	1	0.3
CCc1c(C)sc(NC(=O)c2cc(-c3ccco3)on2)c1C#N	103	100	32	99	100	104	0	19	99	3	-0.8
Cc1ccc(Nc2cc(C)nc(N3CCOCC3)n2)c(C)c1	102	100	12	97	99	99	/	10	100	4	0.2
CCC1(C)Cc2ccccc2-c2nc(NCCO)[nH]c(=O)c21 (stereo not given)	103	102	10	99	101	98	/	15	99	9	0.0
Cn1c(=O)n(CC(=O)N2CCOCC2)c2ccccc21	103	101	15	96	96	101	/	/	99	0	0.1
CC(OC(=O)c1ccc2ccccc2n1)C(=O)c1ccccc1 (stereo not given)	103	95	47	98	96	97	-18	10	98	2	0.7
C=CCSc1nnc(CCCCCN2C(=O)c3cccc4cccc(c34)C2=O)o1	98	95	7	98	94	96	-3	2	97	12	3.0
Cc1ccc2c(c1)N(CC(=O)c1cccc(Cl)c1)C(=O)C(C)O2 (stereo not given)	108	101	-46	103	101	106	/	24	103	13	0.9
CCc1nc(SCC(=O)Nc2cc(C)on2)c2c(C)c(C)sc2n1	96	97	-17	94	94	96	/	39	94	1	0.2
Cc1ccccc1-n1nnnc1-c1ccccc1	100	96	9	95	99	98	13	8	98	3	-0.1
CCN(CC)S(=O)(=O)c1cccc(NC(=O)CCSc2ccc(Cl)cc2)c1	105	100	12	98	99	97	18	1	100	9	0.9
COc1ccc(-c2c(-c3ccc(O)cc3O)n[nH]c2C)cc1OC	?	?	16	?	?	?	/	6	?	0	0.0
CCOc1ccc(N/C=C/C(=O)c2ccc(OC)cc2)c([N+](=O)[O-])c1	103	100	1	101	101	101	/	7	103	-1	-0.5
COc1ccccc1/C=N/NC(=O)CNC(=O)c1ccc(S(=O)(=O)N2CCCC2)cc1	99	101	-2	95	95	97	-8	28	105	0	0.1
CCCCCC(=O)NC(=S)Nc1ccc(N2CCCCC2)c(Cl)c1	103	98	-4	96	101	104	-11	35	97	3	-0.5
COc1ccc(NC(=O)c2ccco2)cc1N	?	?	13	?	?	?	/	12	?	18	2.5
CCc1ccc(NC(=O)C/C(C)=N/NC(=O)OCc2ccc(OC)cc2)cc1	105	100	10	98	98	102	3	9	95	27	1.4
CCOC(=O)Cc1csc(NC(=O)COc2ccc(OC)cc2)n1	93	95	14	95	95	95	/	5	95	3	0.2
Cc1ccc(N(C(=O)c2ccc3c(c2)OCO3)C2C=CS(=O)(=O)C2)cc1 (stereo not given)	102	100	-20	99	101	102	/	8	97	0	-0.2
COc1cccc(NC(=O)C2CCN(S(=O)(=O)c3ccc4c(c3)OCCO4)CC2)c1	103	105	5	99	103	104	-3	13	102	1	0.4
Brc1ccc(-c2nnc3c4ccccc4nc(N4CCOCC4)n23)cc1	104	101	7	100	102	106	/	25	103	40	4.4
Cc1ccc(NCC(=O)N=Nc2c(O)n(C)c3ccccc23)cc1	92	96	17	89	92	90	12	11	99	3	0.4
COC(=O)C(NS(=O)(=O)c1ccccc1Cl)c1ccccc1 (stereo not given)	106	100	-2	97	103	102	21	9	109	7	0.7
C(#Cc1ccccc1)C[N+]1(CC#Cc2cccc3ccccc23)CCOCC1	102	98	33	99	97	100	-21	7	94	-1	-0.4
COc1ccccc1-c1cc(C(F)(F)F)nc(S(=O)(=O)CCCC(=O)NCc2ccc(F)cc2)n1	103	97	-5	97	101	95	-19	14	107	13	0.7
Nc1nc(SCC(=O)Nc2cccnc2Cl)n[nH]1	?	?	-4	?	?	?	-1	7	?	0	-0.2
Cc1cc(C(F)(F)F)nn2cnnc12	101	98	13	95	98	100	-2	/	99	1	0.4
O=C(O)CN(c1ccccc1F)S(=O)(=O)c1ccccc1	105	105	6	100	104	104	14	18	103	2	0.5
c1ccc2c(c1)[nH]c1c(N3CCSCC3)ncnc12	101	101	11	99	101	102	-12	10	98	2	0.5
